FBPA coupling cs: counter-screen for Giardia aldolase inhibitors: coupling enzyme system; coupling enzyme system counterscreen, AmpLite Red fluorescence; activity change, negative = inhibition, % at 58.2 µM, hits read low; hit rate 0.67% among 290,000; AID 2472; in the data active = activity change below about -30%; note: % is set by controls: 0 for no effect and ±100 for the full control effect
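Activity here indicates interference with the coupling reaction, not aldolase inhibition. Compounds at 57.5 uM final met coupling enzymes for 10 min at RT; substrate and AmpLite Red detection followed, with a 525/598 nm fluorescence read after 20 min.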
MBNL1-CUG inh: inhibitors of human MBNL1 binding to CUG repeat RNA. TR-FRET MBNL1-His/biotin-(CUG)12 binding, 665/545 ratio. AID 2675. Q9NR56. Potency, µM (highest dose often 57.5 µM), for the others: at the highest dose activity change, negative = inhibition, usual class: inhibitors. hit rate 0.036% among 280,000; active = well fitted inhibition curve with a large enough effect in the signal ratio, with a control signal flat, not every such curve was filed as active; inconclusive = small, poorly fitted or top-dose-only effect, or effect the other way, or a change in a side signal; inactive = no such curve, though single readings can be large or run the other way; the % refers to the signal ratio; note: potency is the fitted concentration of half-maximal effect; % is set by controls: 0 for no effect and ±100 for the full control effect
Target sequence (Q9NR56 whole entry, looked up): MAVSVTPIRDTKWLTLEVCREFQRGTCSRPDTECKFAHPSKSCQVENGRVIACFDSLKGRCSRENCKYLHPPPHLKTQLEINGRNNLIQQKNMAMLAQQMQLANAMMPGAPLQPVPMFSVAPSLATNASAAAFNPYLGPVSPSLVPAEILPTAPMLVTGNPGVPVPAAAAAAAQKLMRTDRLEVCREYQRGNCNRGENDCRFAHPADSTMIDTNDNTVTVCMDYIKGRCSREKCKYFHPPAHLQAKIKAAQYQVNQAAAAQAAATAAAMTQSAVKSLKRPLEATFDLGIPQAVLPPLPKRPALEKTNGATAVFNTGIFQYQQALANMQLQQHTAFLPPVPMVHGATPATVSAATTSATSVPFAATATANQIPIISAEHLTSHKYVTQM
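Ratiometric TR-FRET (665 over 545 nm, excitation 340 nm) tracks disruption of MBNL1-His/biotin-(CUG)12 complex after 60 min at room temperature, with compounds at 92 nM to 58 uM final.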
GALK inhibitor: inhibitors of human galactokinase. Purified GALK, Kinase-Glo residual ATP luminescence. hit rate 0.007% among 270,000. P51570. Potency, µM (titrated, usually from 57.5 µM), for inactives: at the top dose activity change, negative = inhibition, hits mostly inhibitors; note: potency is the fitted concentration of half-maximal effect; % is set by controls: 0 for no effect and ±100 for the full control effect
Target sequence (P51570 whole entry, looked up): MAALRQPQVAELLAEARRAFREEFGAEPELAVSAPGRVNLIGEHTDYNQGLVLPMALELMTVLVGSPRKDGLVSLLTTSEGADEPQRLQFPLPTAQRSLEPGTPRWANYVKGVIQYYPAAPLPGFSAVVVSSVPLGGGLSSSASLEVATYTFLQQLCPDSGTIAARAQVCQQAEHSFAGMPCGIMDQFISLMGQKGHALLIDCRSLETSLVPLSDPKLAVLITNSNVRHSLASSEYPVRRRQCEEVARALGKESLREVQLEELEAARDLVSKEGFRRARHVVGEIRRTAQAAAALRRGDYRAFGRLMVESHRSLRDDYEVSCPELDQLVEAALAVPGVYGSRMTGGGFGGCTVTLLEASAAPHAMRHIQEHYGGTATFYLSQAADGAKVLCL
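Galactose (100 uM) and ATP (35 uM) were turned over by 5 nM GALK for 1 h at RT. Kinase-Glo Plus then converted the remaining ATP into a luminescent signal.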
TRPV1 ag: activates the human vanilloid receptor TRPV1; Q8NER1; TRPV1-expressing cells, Fluo-8 calcium influx, agonist mode; activation, % at 8.33 µM; hit rate 0.19% among 320,000; in the data active = activation above about 80%; inconclusive = between about 30% and that limit; note: 0% is about no effect
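TRPV1-expressing cells were cultured overnight at 35.5C and loaded with Fluo-8 calcium dye for 40 to 90 min at room temperature. After a 10 s baseline, compound was added and calcium influx was read kinetically for 3 min (ex 480/em 520 nm).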
KCNH2 3.1 inh: blocks the human KCNH2 3.1 channel isoform; U2OS KCNH2 3.1, thallium flux FluxOr; stronger effect = lower value; activity change, % (tested at about 1.8 µM); hit rate 0.95% among 340,000;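 active = maximum activity change below -70%; inconclusive = maximum activity change from -70% to -50%; inactive = maximum activity change above -50%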;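 note: thallium influx rate constant from kinetic fluorescence after stimulation buffer; % is set by controls: 0 for no effect and ±100 for the full control effect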
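Virally transduced U2OS (3.1 isoform, 4 h infection in dark at RT) → overnight 37 C → FluxOr + Red40 in HBSS/HEPES, 45 min → stimulation buffer, 2 min kinetic read → rate constant vs DMSO controls.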
CXXC DNA block: blocks binding of human MLL CXXC domain to DNA; Q03164; hit rate 0.037% among 290,000; Potency, µM (doses to about 115 µM), inactives show at the top dose activity change, negative = inhibition, hits mostly inhibitors; MLL-CXXC / FITC-HOXA9 DNA fluorescence polarization; active = well fitted inhibition curve with a large enough effect in the polarisation, with a control signal flat, not every such curve was filed as active; inconclusive = small, poorly fitted or top-dose-only effect, or effect the other way, or a change in a side signal; inactive = no such curve, though single readings can be large or run the other way; the % refers to the polarisation; note: potency is the fitted concentration of half-maximal effect
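Purified MLL-CXXC (added from a 7 uM solution) was preincubated 5 min at ambient with pinned compounds in 50 mM Tris-HCl pH 7.5, 50 mM NaCl, 1 mM DTT, 0.05% BSA. Fluorescein-labeled HOX-A9 DNA (50 nM solution) followed, 30 min, then polarization read.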
KCNH2 WT inh: KCNH2 (human, wildtype) channel inhibition. Q12809. AID 720551. activity change, % at 1.84 µM. U2OS, BacMam KCNH2, thallium flux FluxOr; stronger effect = lower value. hit rate 0.37% among 340,000;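 active = maximum activity change below -70%; inconclusive = maximum activity change between -70% and -50%; inactive = maximum activity change above -50%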; note: % is set by controls: 0 for no effect and ±100 for the full control effect
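U2OS cells were transduced with wild-type KCNH2 virus (2.03 x 10^8 / mL) for 4 h at room temperature, then cultured overnight at 37 C. Thallium flux was read with FluxOr dye. Rate constants were normalized to DMSO controls.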
ASM inhibitor: inhibitors of human secretory acid sphingomyelinase; Potency, µM (doses to about 57.5 µM), inactives show at the top dose activity change, negative = inhibition, actives largely listed as inhibitors; P17405; placental ASM, HMU-PC fluorogenic substrate, 60 min; AID 504937; hit rate 0.006% among 340,000; note: potency is the fitted concentration of half-maximal effect
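Human placenta-derived ASM enzyme was preincubated with compound for 10 minutes at room temperature, then given fluorogenic substrate HMU-PC0 (9 uM final) for 60 minutes at 37 °C; a pH 10 stop preceded fluorescence reading at Ex 386/Em 447 nm.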
a7 integrin act: activators of alpha7 integrin expression for muscular dystrophy. alpha7betagal myoblasts, beta-gal FDG fluorescence, 48 h. Potency, µM (top dose mostly 38.3 µM), inactives show at the highest dose activation, most hits filed as activators. hit rate 0.064% among 350,000. AID 624291;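 note: potency is the fitted concentration of half-maximal effect; 100% = response of the positive control SU9516; nearly all actives have a fitted effect of over 60% in size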
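alpha7betagal+/- myoblasts (passage 13, 250/well) treated 48 h at 37C with compounds at 1:260 dilution of DMSO stock. Lysed, then beta-galactosidase activity read as FDG fluorescence (ex 480/em 540) after 30 min, with pre-read for autofluorescence.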
AT treatment: candidate therapy for ataxia-telangiectasia; […] A-T fibroblasts, KAP-1 phosphorylation AlphaLISA; neocarzinostatin DNA damage 30 min before lysis; Potency, µM (highest dose often 57.5 µM), inactives show at the top dose activation, most hits filed as activators; hit rate 0.19% among 320,000; AID 485349; note: potency is the fitted concentration of half-maximal effect; % of control where 0% means no effect; nearly all actives have a fitted effect of over 45% in size
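hTERT-immortalized A-T patient fibroblasts ([…]), 500 cells/well in OPTI-MEM, 1% FBS, got compounds for 60 min, then NCS for 30 min at 37C. Lysates were then assayed for phospho-KAP-1 by AlphaLISA (anti-pKAP1 donor, anti-KAP1 acceptor beads), 6 hr at 25C.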
* hit, by the source's call; ? = inconclusive; . = not tested or not shown; [ ] = another dose, or the depositor's remark. Unless noted, calls come from the whole dose curve; as a rule, active = well fitted curve in the direction sought with a large enough effect; inconclusive = small, poorly fitted or top-dose-only effect, or another doubt; inactive = no such curve, though single readings can be large; an effect the other way counts as inactive or inconclusive. Compounds were not picked by outcome, and some 2% of all compounds hit somewhere here.

SMILES	FBPA coupling cs	MBNL1-CUG inh	GALK inhibitor	TRPV1 ag	KCNH2 3.1 inh	CXXC DNA block	KCNH2 WT inh	ASM inhibitor	a7 integrin act	AT treatment
COc1ccc(S(=O)(=O)N2CCCCCC2)cc1NC(=O)CCc1cc(OC)c(OC)c(OC)c1	.	.	.	.	-3.5	.	-5.2	1.2%	-9.0%	.
O=C(Nc1ccc(F)c(Cl)c1)c1nsc(Cl)c1Cl	3.4	34.6%[activator]	-0.7%	?	15.6	6.0%	-2.1	1.3%	-20.9%	-1.4%
O=C(Nc1nc2ccc(S(=O)(=O)N3CCOCC3)cc2s1)c1cccs1	3.5	136.1%[activator]	0.7%	-4.1	12.7	6.9%	-12.6	-15.2%	14.0%	0.4%
Nc1nnc(SCC(=O)Nc2ccc3c(c2)OCCO3)s1	-3.6	1.0%	-0.1%	-0.9	4.7	11.3%	-2.3	5.3%	?	3.5%
Cc1ccc(-c2nnc(Cc3ccc(Cl)cc3)o2)cc1	2.9	-10.3%	1.9%	?	-12.2	114.1%[activator]	-0.8	-1.5%	-21.2%	9.1%
O=C(Cn1c(=O)n(-c2ccccc2)c(=O)c2oc3ccccc3c21)Nc1ccccc1	3.6	-11.0%	-6.2%	2.6	8.2	10.8%	-1.8	-2.3%	-5.9%	-2.3%
CCOC(=O)N1CCN(Cc2nc(-c3cccs3)no2)CC1	-1.4	-14.3%	1.8%	0.7	28.8	-1.9%	1.7	3.5%	-18.5%	-4.4%
Nc1nc(-c2ccc(Br)s2)c(Br)s1	1.9	13.8%	-2.8%	-2.4	-0.1	-8.4%	-7.5	-12.0%	-2.8%	-0.2%
Cc1ccc(CNCC(=O)Nc2ccc(N3CCOCC3)cc2)cc1	7.0	.	0.3%	.	-5.9	-1.6%	-2.9	-0.9%	-15.6%	-5.6%
O=C(O)c1ccc(S(=O)(=O)c2ccc(Sc3ccc(C(=O)O)c(C(=O)O)c3)cc2)cc1	25.5	-9.7%	-3.4%	0.9	2.6	-8.3%	2.1	279.7%	-17.5%	3.9%
O=C(c1cc(S(=O)(=O)N2CCCCC2)ccc1N1CCOCC1)N1CCN(Cc2ccccc2)CC1	-1.0	-5.6%	-0.6%	7.8	-6.5	21.7%	19.4	2.6%	-10.7%	1.6%
COc1cccc(CNc2ccc(S(N)(=O)=O)cc2)c1OC	2.9	-9.8%	-0.4%	0.1	12.5	0.1%	1.9	3.0%	18.4%	9.0%
CCc1ccc(N(C(=O)c2csnn2)C(C(=O)NC(C)(C)C)c2cccnc2)cc1 (stereo not given)	-0.1	2.6%	-3.0%	7.4	10.6	1.5%	-16.2	0.6%	0.0%	-0.1%
C=C(C)CSc1nc2sc3c(c2c(=O)n1-c1ccccc1)CCN(C)C3	0.4	44.4%[activator]	-2.1%	14.8	-4.8	12.1%	0.8	16.0%	25.8%	3.3%
O=C(c1ccccc1F)N1CCC(N2CCCCCC2)CC1	2.2	0.7%	-3.0%	0.7	4.0	10.1%	4.1	-1.8%	-21.8%	10.6%
Cc1ccc(C)c(NC(=O)C2Cc3ccccc3CN2C(=O)OCc2ccccc2)c1 (stereo not given)	1.3	0.8%	-0.2%	9.7	-33.9	11.6%	-9.1	1.7%	20.5%	5.6%
CCN1C(=O)/C(=C2\SC(N3CCOCC3)=NC2=O)c2ccccc21	0.8	-1.2%	1.5%	-1.2	5.7	-1.3%	3.5	-1.3%	20.3%	-7.3%
COCCn1nnnc1C(c1ccccc1)N1CCN(C)CC1 (stereo not given)	3.1	-3.2%	-1.4%	-0.3	12.4	15.1%	28.9	-0.5%	5.8%	-6.0%
O=C1NC(=S)N/C1=C/c1cc2c(cc1[N+](=O)[O-])OCO2	1.2	15.5%	.	-5.9	-0.2	13.8%	-1.3	4.0%	13.4%	-3.6%
O=S(=O)(c1ccccc1)N1N=C(c2ccc(O)cc2)CC1c1ccco1 (stereo not given)	.	1.8%	1.0%	18.1	6.8	5.1%	-1.7	3.4%	-9.4%	11.4%
Cc1ccc(-n2cccc2/C=C2\C(=N)N3N=C(c4ccco4)SC3=NC2=O)cc1	10.1	2.0%	-5.1%	0.0	26.6	2.8%	0.7	-11.3%	25.8%	-1.5%
COc1ccc(-c2cc(C(=O)NCC(C)C)no2)cc1	0.9	-1.5%	2.1%	-0.5	23.4	2.4%	7.2	-4.8%	19.9%	.
O=C(CCNC(=O)c1ccc([N+](=O)[O-])cc1)NCC1COc2ccccc2O1 (stereo not given)	.	.	.	-0.1	-4.3	.	0.0	.	-23.3%	5.6%
CN(C)c1ccnc(-n2cccc2/C=N/O)c1C#N	2.1	7.9%	1.4%	0.7	4.3	-4.3%	-3.5	1.7%	-11.1%	3.8%
Cc1ccccc1NC(=O)CON=C(N)c1ccccc1	.	.	.	0.9	4.5	.	-20.6	4.0%	27.1%	2.4%
COc1ccc(S(=O)(=O)NC2CCCCC2)c(C)c1C	3.8	1.5%	0.3%	5.3	-22.2	5.2%	-6.7	-3.5%	-1.8%	-3.0%
O=S(=O)(c1ccc2c(c1)OCCO2)N1CCC(c2nc3ccccc3[nH]2)CC1	1.8	1.6%	-2.0%	3.2	0.0	15.0%	2.6	-2.0%	-5.0%[7.66 µM]	1.8%
O=C(Nc1ncc2c(n1)-c1ccccc1OC2)c1ccc(Cl)cc1	-1.1	-7.8%	-1.7%	.	-4.5	0.4%	-10.7	3.5%	6.8%	-3.9%
Cc1ccccc1N1CCN(C(=S)c2ccc([N+](=O)[O-])cc2)CC1	1.2	?	2.3%	-0.4	-35.2	0.5%	-1.2	-1.6%	?	-0.5%
COC(=O)C1=C(C(=O)OC)SC(=C2C(=S)C(C)(C)N(C(=O)C3CC3)c3ccccc32)S1	-4.5	11.2%	0.5%	4.0	-19.4	11.3%	-2.4	-16.8%	1.1%	-6.3%
O=C(CC1Nc2ccccc2NC1=O)Nc1ccccc1NC(=O)CC1Nc2ccccc2NC1=O (stereo not given)	0.6	13.9%	-1.1%	0.1	.	0.6%	.	.	.	-11.0%
CCCCn1c(N)c(N(Cc2ccccc2OC)C(=O)CSCC(=O)Nc2ccc(C)cc2)c(=O)[nH]c1=O	.	.	.	.	-2.5	.	-14.8	3.6%	11.4%	.
CCOc1[nH]n(-c2ccc(Cl)cc2)c(=O)c1C=NCC(=O)OC	-0.1	-2.9%	4.6%	-5.4	-7.5	2.8%	-18.3	0.9%	-7.8%	4.0%
c1ccc(CN2CCN(C(c3ccccc3)c3nnnn3Cc3ccccc3)CC2)cc1 (stereo not given)	1.3	5.7%	-3.7%	11.3	-44.0	5.0%	-4.9	-1.5%	-21.5%	.
CC(OC(=O)CCN=C1NS(=O)(=O)c2ccccc21)C(=O)c1ccccc1 (stereo not given)	.	.	.	1.1	8.6	.	-2.5	2.3%	26.9%	0.8%
COc1ccccc1-c1noc(CCC(=O)Nc2ccccc2Cl)n1	-3.4	46.3%[activator]	-0.3%	-6.3	-5.1	-3.0%	19.3	-6.3%	4.6%	13.7%
CC1(C)CC(=O)C2=C(C1)N(c1ccc(F)cc1)C(=O)CC2c1ccccc1 (stereo not given)	1.0	-10.2%	-1.9%	2.2	-16.7	-6.3%	-0.9	-0.4%	-11.0%	7.0%
O=C(Nc1nc2ccc(S(=O)(=O)N3CCCC3)cc2s1)c1ccco1	-0.2	?	2.6%	19.7	-9.8	11.7%	17.8	-0.2%	23.4%	-6.8%
Cc1nn(Cc2noc(C(=O)NCCc3ccccn3)n2)c(C)c1Br	1.3	-2.7%	-0.6%	19.0	4.1	19.1%	7.2	-1.9%	-8.3%	-5.8%
CN1CCN(C(=S)c2ccc(Cl)cc2)CC1	-2.5	2.3%	0.3%	-4.1	3.9	4.1%	1.8	-0.9%	5.3%	2.9%
CCCCN(CC)c1nc(N)c(C#N)c(CC#N)c1C#N	-34.7*	0.7%	0.1%	2.0	-3.0	47.4%[activator]	0.2	-3.1%	-9.8%	-2.7%
CCOC(=O)N1CCN(c2ccccc2OC)CC1	-0.8	-5.8%	-1.2%	8.4	2.6	-11.6%	-0.3	3.8%	-7.5%	4.3%
O=c1[nH]c2cc3ccccc3cc2nc1C(F)(F)F	1.4	?	3.4%	-0.9	12.5	6.0%	0.5	0.4%	17.6%	-0.8%

Screening data from PubChem BioAssay.
